NCI-60 one-dose screen, 48 h, at 10 µM unless noted. Numbers give growth in % (100 = growth as untreated, 0 = no growth, -100 = all killed).
NCI-H226: NCI-H226 lung cancer; 79,000 compounds, 3.5% hits; AID 1794732
NCI-H460: NCI-H460 lung cancer | AID 1794736 | 82,000 compounds, 6.8% hits
COLO 205: COLO 205 colon cancer | 79,000 compounds, 7.3% hits | AID 1794742
KM12: KM12 colon cancer cells. 82,000 compounds, 5% hits
NCI-H23: NCI-H23 lung cancer; 80,000 compounds, 4% hits
NCI/ADR-RES: NCI/ADR-RES ovarian cells; AID 1794790; 81,000 compounds, 4.4% hits
NCI-H522: NCI-H522 lung cancer | AID 1794739 | 78,000 compounds, 8% hits
IGROV1: IGROV1 ovarian cancer. 79,000 compounds, 4.7% hits
NCI-H322M: NCI-H322M lung cancer. AID 1794733. 80,000 compounds, 2.7% hits
* hit, by the source's call; nt = not tested or not shown; & = joins results of further samples. Rule for the calls: active = growth percent below 10; inactive = the rest.

SMILES	NCI-H226	NCI-H460	COLO 205	KM12	NCI-H23	NCI/ADR-RES	NCI-H522	IGROV1	NCI-H322M
O=C(c1nnc(Nc2ccc(Cl)cc2)o1)c1c[nH]c2ccccc12	84	100	94	54	88	101	100	74	99
O=[N+]([O-])CC(O)c1ccccc1Cl (stereo not drawn)	95	107	107	113	108	107	103	107	104
Nc1n[nH]c(CCCO)c1-c1nc2ccccc2c(=O)[nH]1	99	110	125	113	118	114	96	102	102
COc1ccc(-c2nc(NN)c3c(C)nn(-c4ccc(F)cc4)c3n2)cc1	80	19	35	29	67	35	23	51	75
CC(C)NC(=O)c1ccc(C(C)C)cc1	98	108	116	108	96	92	96	102	98
CC(=O)c1ccc(Br)s1	97	111	131	110	101	97	107	112	114
COc1cccc(Nc2nc(N)nc(CN3CC(C)CC(C)C3)n2)c1 (stereo not drawn)	94	86	106	93	101	nt	86	100	96
Nc1ccc(/C=C2\C=Cc3ccccc32)cc1	87	99	129	89	91	97	114	nt	88
CCOC(=O)c1nn(C2CCCCO2)c2ccc(NC(=O)Cc3cccc4ccccc34)cc12 (stereo not drawn)	91	100	119	90	98	88	82	95	99
CO[C@@H]1[C@@H](OC(N)=O)[C@@H](O)[C@H](Oc2ccc3c(O)c(NC(=O)c4ccc(O)c(CC=C(C)C)c4)c(=O)oc3c2C)OC1(C)C	94	101	112	102	96	97	101	104	105
CC(=O)c1ccc(Nc2ccnc(SCC(=O)c3ccc(Br)cc3)n2)cc1	75	99	104	96	84	69	71	88	nt
CCCCCC(=O)OC1CCCCC1	104	107	119	100	100	102	74	109	98
N#C/C(=C/c1ccc([N+](=O)[O-])cc1)n1nnc2cc(F)c(F)cc21	102	33	77	13	94	76	63	74	98
CCCCCCNC(=O)Oc1ccc(/C(=C(\C)c2ccc(Cl)cc2)c2ccc(OCCN(CC)CC)cc2)cc1	101	26	4.9*	45	67	73	86	55	86
CC(Oc1ccccc1-c1ccccc1)C(=O)N(C)C (stereo not drawn)	113	110	111	112	105	105	111	119	97
Clc1ncc(Br)c(Cl)n1	108	105	112	103	105	102	91	115	100
CC(=O)Nc1ccc(Cl)cc1C(=O)c1ccc[nH]1	97	113	110	105	102	102	81	97	102
C/C1=C\CC[C@@]2(C)O[C@H]2[C@H]2OC(=O)C(COc3ccc4ccccc4c3)[C@@H]2CC1 (stereo partly drawn)	108	104	111	105	99	99	86	nt	106
CCOC(=O)C1(C(=O)OCC)C(C)CC(=O)N1c1ccccc1OC (stereo not drawn)	nt	111	119	109	116	107	90	116	109
O=c1cc(Cn2cc(CSc3nc4cc(Cl)ccc4o3)nn2)c2c(ccc3ccccc32)o1	106	107	117	112	95	97	95	93	111
CC(C)C(N)CO (stereo not drawn)	100	110	105	108	103	107	93	102	112
O=S(=O)(c1ccccc1)N1CCN(c2nc(-c3ccccc3)nc3nc(-c4ccccc4)oc23)CC1	110	105	115	110	106	114	92	107	105
NC(=S)N/N=C/C=C/c1ccco1	104&89	108&102	108&113	103&104	96&107	102&115	97&103	109&107	101&104
CCOc1cc(/C=N\NC(=O)C[N+](C)(C)C)ccc1O	97	114	119	109	104	103	104	118	123
COc1cc(CN(CCC(O)N2CCCC2=O)Cc2ccccc2)cc(OC)c1OC (stereo not drawn)	111	109	117	116	99	109	84	114	117
COc1cccc(Cn2cc3c(c2)-c2oncc2CC3)c1	14	1.3*	9.8*	5.0*	16	6.7*	30	20	19
COc1cc(N(C)c2ccnc3ccc(C(F)(F)F)cc23)cc(OC)c1OC	89	96	102	88	96	92	55	89	87
O=C(Nc1ccc(C2CCNCC2)cn1)c1ccccc1	93	101	115	118	100	104	74	110	102
CCOC(=S)SCc1cc(=O)oc2ccc(Cl)cc12	98	100	104	95	90	107	74	81	99
CO[C@]1(CO)O[C@@H](n2cc(C)c(=O)[nH]c2=O)C[C@@H]1O	nt	101	114	98	101	99	71	97	85

Overlap with the part before: 2 entries, then new ones.
SMILES	NCI-H226	NCI-H460	COLO 205	KM12	NCI-H23	NCI/ADR-RES	NCI-H522	IGROV1	NCI-H322M
CCOC(=S)SCc1cc(=O)oc2ccc(Cl)cc12	98	100	104	95	90	107	74	81	99
CO[C@]1(CO)O[C@@H](n2cc(C)c(=O)[nH]c2=O)C[C@@H]1O	nt	101	114	98	101	99	71	97	85
NCCNCCCc1cccs1	99	102	108	108	96	102	90	101	100
CCCN1C(=O)N(CCC)C2C1NN=C1SC(c3ccccc3)=CC(=O)N12 (stereo not drawn)	95	103	118	89	nt	89	86	105	105
NCCCCCC(=O)O	98&113&101&99	nt	95&104&104&114	114&115&98&109	92&104&98	93&114&106&109	99&91&100&103	101&116	nt
Cc1ccc(C2C3CSCN3[C@@]3(C(=O)Nc4ccccc43)C2C(=O)c2nc3ccccc3[nH]2)cc1 (stereo partly drawn)	74	84	82	75	91	86	84	75	83
C[N+](C)(C)CCNC(=O)c1ccc(OCc2ccccc2C(F)(F)F)cc1	98	103	118	104	93	103	97	102	94
CNc1ccc2c(c1)c1ccccc1n2C	101	108	111	104	85	102	92	109	98
CCOC(=O)c1c2c(cn1Cc1ccccc1)-c1oncc1CC2	79	112	123	104	106	98	99	101	93
COc1ccc(/C=c2\sc3n(c2=O)NC2C(N=3)N(C)C(=O)N2C)cc1 (stereo not drawn)	nt	108	102	95	97	100	87	100	92
CCCCCCCCCCCCCCCCCCNC(=O)[C@H]1CSC(c2cccs2)N1 (stereo partly drawn)	-77*	-78*	81	-71*	19	-45*	39	2.0*	0.2*
COc1ccc(C2=Nn3c(nnc3-n3[nH]c(=O)c4ccccc4c3=O)SC2)cc1	98	101	106	107	95	105	93	92	101
CS(=O)(=O)Nc1cccc(-n2cnc3cc(-c4ccc(O)cc4)ccc32)c1	33	20	31	27	35	30	25	58	53
Clc1ccc(/C=N\N2CCCCCC2)cc1	125&94	119&108	130&124	107&107	98	104	84&123	103	104
CC(=O)c1ccc(NC(=O)Cn2c(Br)nc3c2c(=O)n(C)c(=O)n3C)cc1	95	84	111	98	91	103	99	91	97
COc1ccc(C2C3=C(CCCC3=O)N(c3sc4c(c3C#N)CCCC4)c3nc(N)c(C#N)c(N)c32)cc1OC (stereo not drawn)	112	102	97	96	91	97	60	94	99
CCN(CC)CCNc1ccccc1	98	113	114	100	93	100	90	nt	101
CC(=O)Cc1nsc(NC(=O)c2ccoc2COc2ccc(C)cc2)n1	98	106	117	103	101	106	98	104	103
COc1cc2cn3c4ccc(O)cc4nc(N)c3c2cc1OC	26	1.2*	nt	38	1.0*	42	-39*	34	29
c1ccc(Nc2ncc3c(n2)-c2cn(-c4ccccc4)cc2CC3)cc1	90	67	90	19	73	86	91	82	74
COc1ccc(C(=O)n2c(C)ccc2C)cc1	85	109	108	103	104	101	88	93	91
C/C(=N\Nc1ccc(Cl)cc1)C(=O)O	83	54	93	37	89	74	42	61	86
COc1cc(-c2nn(-c3cccc(NC(=O)c4ccc(Br)c(C)c4)c3)cc2-c2ccncc2)ccc1Cl	85	81	76	83	87	66	45	76	92
COc1ccc(-c2nc3c(c(-c4ccccc4)nn3-c3ccccc3)c(-c3ccc(N4CCN(C)CC4)cc3)c2C#N)cc1	94	101	114	96	99	93	94	94	97
C=C(C)[C@@H]1CC[C@]2(C(=O)N3CCN(C)CC3)CC[C@]3(C)[C@H](CC[C@@H]4[C@@]5(C)CC/C(=N/O)C(C)(C)[C@@H]5CC[C@]43C)[C@@H]12	88	92	103	91	87	90	92	92	95
N#Cc1c(-c2ccc(Cl)cc2)nc(N=Nc2c(O)[nH]c3ccccc23)nc1N1CCOCC1	108	82	108	100	101	105	100	110	111
C/C(=N\N=C1/NC(=O)C(CC(=O)O)S1)c1nnn(-c2ccc(Cl)cc2)c1C (stereo not drawn)	100	113	111	97	97	108	97	101	98
CSC(=S)O[C@@H]1CC(C)(C)CC2C3=CCC4[C@@]5(C)CCC(=O)C(C)(C)C5CC[C@@]4(C)[C@]3(C)CC[C@]21C(=O)O (stereo partly drawn)	84	69	87	60	83	77	79	93	84
CCOC(=O)C1=NN(c2ccccc2)C(=O)C1N=Nc1c(Br)cc(S(N)(=O)=O)cc1Br (stereo not drawn)	98	107	116	112	99	102	97	106	96
CNC(=S)N/N=C(\C=N\NC(=S)NC)c1ccc(C)cc1	94	98	109	104	91	94	74	113	81
O=c1c2sc3ccccc3c2nc2c(-c3ccccc3)n[nH]n12	107	112	148	111	83	69	92	85	120
Cc1cc(C)c(NS(=O)(=O)c2ccccc2)c(C)c1	110	106	101	106	99	104	nt	130	109

Copied from the listing for reference:
SMILES	NCI-H226	NCI-H460	COLO 205	KM12	NCI-H23	NCI/ADR-RES	NCI-H522	IGROV1	NCI-H322M
CCOC(=O)C1=NN(c2ccccc2)C(=O)C1N=Nc1c(Br)cc(S(N)(=O)=O)cc1Br (stereo not drawn)	98	107	116	112	99	102	97	106	96
CNC(=S)N/N=C(\C=N\NC(=S)NC)c1ccc(C)cc1	94	98	109	104	91	94	74	113	81
O=c1c2sc3ccccc3c2nc2c(-c3ccccc3)n[nH]n12	107	112	148	111	83	69	92	85	120
Cc1cc(C)c(NS(=O)(=O)c2ccccc2)c(C)c1	110	106	101	106	99	104	nt	130	109

Next compounds follow.
SMILES	NCI-H226	NCI-H460	COLO 205	KM12	NCI-H23	NCI/ADR-RES	NCI-H522	IGROV1	NCI-H322M
COc1cc(C)cc2oc3oc(=N)c(-c4nc5ccccc5s4)cc3c(=O)c12	97	99	116	100	103	99	94	92	92
C#C[C@@]1(O)[C@@H](CO)O[C@@H](n2cc(Cl)c3c(N)ncnc32)[C@@H]1O	1.1*	-19*	-39*	1.4*	0.6*	-1.9*	-29*	-17*	-3.0*
Nc1n[nH]c2cc(F)c([C@@H]3Nc4ccc5[nH]ncc5c4[C@H]4C5CCC(C5)[C@@H]34)cc12 (stereo partly drawn)	15	-11*	-27*	1.6*	26	-27*	-19*	15	55
Cc1ccc(N=Nc2c(N)nn3c(-c4cc5cc(Br)ccc5oc4=O)ccnc23)cc1	-26*	35	100	72	22	29	12	45	84
Cc1nnc2n(-c3ccccc3)c(=O)c3cnn(-c4ccccc4)c3n12	101	108	93	96	101	100	101	106	107
CNS(=O)(=O)c1ccc([N+](=O)[O-])cc1	107	109	97	105	95	96	88	95	nt
CCCCCCC(C)c1ccccc1OS(=O)(=O)c1ccc(Cl)c(Cl)c1 (stereo not drawn)	79	105	89	98	102	100	85	95	111
CC(=O)C(c1ccccn1)C(C)C (stereo not drawn)	110	104	118	109	102	105	96	101	103
CC(C)(C)n1cc(-c2ccnc(NCCCNS(=O)(=O)c3ccccc3)c2)c(-c2ccccc2)n1	82	79	57	72	77	75	75	78	89
O=C(CSc1nccc(Nc2ccc(S(=O)(=O)Nc3nccs3)cc2)n1)c1ccc(Cl)cc1	98	109	117	110	100	108	90	99	111
O=C1N(CCl)c2ccccc2C1(Cl)Cl	98	109	103	105	90	101	98	107	97
Cc1ccc(S(=O)(=O)Nc2ccc(C3=NNC(c4cccc(F)c4)C3)cc2)cc1 (stereo not drawn)	91	99	122	99	99	101	91	88	95
O=C1c2ccccc2C(=O)c2c1oc1c2c(=O)[nH]c2ccc(Cl)cc21	-29*	-70*	86	0.1*	21	22	-17*	-3.6*	14
CC(=O)Nc1nc(O)c(C=N)s1	111	103	107	99	107	112	80	111	100
C=CC(C)n1ccnc1 (stereo not drawn)	100	106	100	105	102	110	83	99	98

Profiles, quoted from the list:
Entry for `CNS(=O)(=O)c1ccc([N+](=O)[O-])cc1` → NCI-H226 = 107; NCI-H460 = 109; COLO 205 = 97; KM12 = 105; NCI-H23 = 95; NCI/ADR-RES = 96; NCI-H522 = 88; IGROV1 = 95; NCI-H322M = nt
Entry for `COc1cc(C)cc2oc3oc(=N)c(-c4nc5ccccc5s4)cc3c(=O)c12` → NCI-H226 = 97; NCI-H460 = 99; COLO 205 = 116; KM12 = 100; NCI-H23 = 103; NCI/ADR-RES = 99; NCI-H522 = 94; IGROV1 = 92; NCI-H322M = 92

Continuation.
SMILES	NCI-H226	NCI-H460	COLO 205	KM12	NCI-H23	NCI/ADR-RES	NCI-H522	IGROV1	NCI-H322M
CCN(CC)c1ccc(C=O)c(OCc2cn(CC(=O)Nc3ccc(Cl)cc3)nn2)c1	78	52	111	70	nt	84	81	75	95
CC(=O)c1cc(C(=O)c2ccc3c(c2)Sc2ccccc2N3)c2c(C)cccn12	48	6.4*	-44*	12	27	9.5*	13	34	37
COc1ccc(-c2cc(-c3ccc(Nc4nc(Nc5ccccc5)nc(Nc5ccc(Cl)cc5)n4)cc3)nc(N)c2C#N)cc1	-61*	25	12	-12*	-6.7*	2.1*	-3.6*	-18*	42
CC(C)(C)OC(=O)NCCC1SC2C=CC1C2 (stereo not drawn)	88	89	116	95	94	98	69	102	107
O=C1CCN(S(=O)(=O)c2ccc(OC(F)(F)F)cc2)CC1	100	102	105	100	97	97	97	106	94
Cc1nc2sc(C(=O)Nc3cncc4ccccc34)c(N)c2cc1C(C)O (stereo not drawn)	93	112	104	98	99	110	99	97	100
O=C(Cn1cc(CN2CCN(c3ccnc4cc(Cl)ccc34)CC2)nn1)Nc1cccc(Cl)c1	89	107	102	103	104	99	79	105	98
CCCCCOC(=O)/C=C/c1ccccc1	107	108	128	105	108	109	77	107	102
O=C(CSc1nc2ccccc2c(=O)n1-c1ccccc1)N/N=C/c1ccc(Oc2ccc(Cl)cc2)cc1	72	32	49	84	39	53	50	49	84
COc1ccc(C2=NNC(c3cn(-c4ccccc4)nc3-c3ccc([N+](=O)[O-])cc3)C2)cc1 (stereo not drawn)	62	64	91	83	90	80	79	70	90
N#Cc1c(-c2ccccc2)cc(-c2c[nH]c3ccccc23)nc1-c1c[nH]c2ccccc12	90	106	108	103	96	98	97	82	105

Screens as filed in PubChem.
